# Screening results from PubChem.
# KDM4C inh: KDM4C (human) demethylase inhibition; AID 720574; GST-KDM4C 2-372, H3K9me3 peptide, LANCE TR-FRET; inhibition, % at 12.5 µM; 0.15% of 96,000 active; Q9H3R0;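 active = mean replicate inhibition above about 25%, with at least 55% of replicates also reaching it, limit read from the data, passing the limit was not always enough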
# Target sequence (Q9H3R0 2-372 limits assumed): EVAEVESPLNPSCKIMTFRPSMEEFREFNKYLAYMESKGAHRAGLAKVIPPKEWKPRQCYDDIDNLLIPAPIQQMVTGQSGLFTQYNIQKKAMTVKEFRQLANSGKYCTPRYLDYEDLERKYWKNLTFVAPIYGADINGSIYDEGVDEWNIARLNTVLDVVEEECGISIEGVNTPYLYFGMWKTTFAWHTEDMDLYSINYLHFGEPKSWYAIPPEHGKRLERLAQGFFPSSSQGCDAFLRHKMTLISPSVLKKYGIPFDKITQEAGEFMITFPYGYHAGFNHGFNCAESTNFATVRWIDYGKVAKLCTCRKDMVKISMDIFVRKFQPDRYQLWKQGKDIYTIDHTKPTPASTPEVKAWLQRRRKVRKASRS
#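 System: N-terminal GST-fused human GASC-1 (KDM4C) fragment, residues 2-372; amount: enzyme final amount 10 nM; incubation: reaction 30 min RT, detection step 1 h RT; medium: HEPES buffer, pH 7.5, plus ascorbate; technique: LANCE TR-FRET, Eu antibody, ULight-streptavidin, EDTA, ex 340 nm, em 618/671 nm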
# Pf Dd2 growth: P. falciparum Dd2 growth inhibition | 2.3% of 94,000 active | SYBR Green, 72 h; hits give low values | activity change, % at 10 µM | AID 1159554; in the data active = activity change below about -80%
# T cruzi growth: T. cruzi proliferation inhibition | inhibition, % at 8.34 µM | T. cruzi beta-gal in NIH3T3, GalScreen luminescence, 90 h | 5.9% of 77,000 active | AID 624255;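 active = mean inhibition above about 93%, with at least 55% of replicates each passing it, limit read from the data, passing the limit was not always enough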
# C diff growth: blocks growth of Clostridium difficile; Clostridium difficile clinical isolate growth, OD600, 24 h; hits give low values; growth activity, negative = inhibition, % at 16 µg/mL (by protocol); 0.25% of 86,000 active; AID 1259249;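 active = mean growth activity at or below -80% and every replicate also at or below -80%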;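 also: 0% = DMSO wells and -100% = levofloxacin 16 µg/mL wells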
# * hit, by the source's call; . = no result given; & = joins results of further samples.
# Short keys – A = KDM4C inh; B = Pf Dd2 growth; C = T cruzi growth; D = C diff growth
> COc1ccc(CN(C)C[C@H]2Oc3ccc(NS(C)(=O)=O)cc3C(=O)N([C@H](C)CO)C[C@H]2C)cc1
  A: -0.4; B: 5; C: .; D: -1
> C/C=C/c1ccc([C@@H]2[C@H](CO)N3C(=O)CN(Cc4ccccc4)C[C@@H]23)cc1
  A: 0.1; B: -5; C: .; D: 3
> COc1ccc(NC(=O)Nc2ccc3c(c2)CC(=O)N([C@@H](C)CO)C[C@@H](C)[C@H](CN(C)S(=O)(=O)c2c(C)noc2C)O3)cc1
  A: -0.8; B: 14; C: 20; D: -6
> CCC(=O)Nc1ccc2c(c1)OC[C@H](C)N(C(=O)c1ccncc1)C[C@@H](C)[C@H](OC)CN(C)C2=O
  A: -0.2; B: .; C: 14; D: 0
> C[C@@H]1CN([C@H](C)CO)C(=O)c2cc(NS(C)(=O)=O)ccc2O[C@@H](C)CCCCO[C@H]1CN(C)C(=O)C1CCCCC1
  A: -1.7; B: -35; C: 27; D: 1
> O=C(NC1CCCC1)N[C@H]1CC[C@H](CC(=O)N2CCOCC2)O[C@@H]1CO
  A: -2.1; B: 9; C: .; D: 2
> C[C@@H]1CN([C@@H](C)CO)C(=O)c2cccc(NC(=O)Nc3ccc4c(c3)OCO4)c2O[C@@H]1CN(C)S(=O)(=O)c1cn(C)cn1
  A: 0.6; B: 9; C: 7; D: -5
> COc1ccc(-c2ccc3c(c2)O[C@@H](CN(C)C(=O)c2ccccc2F)[C@@H](C)CN([C@@H](C)CO)S3(=O)=O)cc1
  A: -2.0; B: -68&-74; C: 84&90; D: 7&2
> CNC(=O)C[C@H]1CC[C@H]2[C@H](COc3ccc(NC(=O)NCc4ccccc4)cc3C(=O)N2C)O1
  A: -0.6; B: 7; C: -22; D: -1
> C[C@H](CO)N1C[C@H](C)[C@H](CN(C)C(=O)c2ccncc2)Oc2ncc(-c3ccncc3)cc2C1=O
  A: 0.6; B: 42; C: 0; D: 3
> C[C@H](CO)N1C[C@H](C)[C@H](CN(C)S(=O)(=O)c2cn(C)cn2)Oc2ccc(NC(=O)CCCCCC(=O)Nc3ccccc3N)cc2CC1=O
  A: 0.4; B: 17; C: -3; D: 3
> O=C(NC1CCCC1)N[C@H]1CC[C@@H](CC(=O)N2CCOCC2)O[C@@H]1CO
  A: 1.9; B: 7; C: .; D: 0
> COCC(=O)Nc1ccc2c(c1)[C@H]1C[C@@H](CC(=O)N3CCc4ccccc4C3)O[C@@H](CO)[C@H]1O2
  A: 0.8; B: -17; C: -5; D: -2
> C[C@@H]1CN([C@H](C)CO)S(=O)(=O)c2ccc(C#CC(C)(C)O)cc2O[C@@H]1CN(C)C(=O)C1CC1
  A: -2.1; B: 21; C: -21; D: .
> O=C(C[C@H]1CC[C@H]2[C@@H](COC[C@H](O)CN2S(=O)(=O)c2ccc(F)cc2)O1)N[C@H]1CCN(Cc2ccccc2)C1
  A: 0.7; B: -25; C: 100*; D: -4
> C/C=C/c1ccc([C@H]2[C@H](CO)N(S(=O)(=O)Cc3ccccc3)C23CN(C(=O)C2CCCC2)C3)cc1
  A: -2.3; B: -76; C: .; D: -10
> COc1ccc(S(=O)(=O)Nc2ccc3c(c2)CC(=O)N([C@H](C)CO)C[C@@H](C)[C@@H](CN(C)Cc2ccc4c(c2)OCO4)O3)cc1
  A: -0.5; B: 4; C: 78; D: -14
> COc1ccc(NC(=O)N2C[C@H](O)COC[C@@H]3O[C@H](CC(=O)NCc4ccccc4OC)CC[C@H]32)cc1
  A: 1.0; B: -5; C: 0; D: .
> CNC[C@H]1Oc2ccc(NC(=O)Nc3cccc4ccccc34)cc2CC(=O)N([C@@H](C)CO)C[C@@H]1C
  A: -1.7; B: 26; C: -17; D: -3
> C[C@H](CO)N1C[C@H](C)[C@@H](CN(C)S(=O)(=O)c2ccc(Cl)cc2)Oc2ccc(NS(=O)(=O)c3cn(C)cn3)cc2CC1=O
  A: 0.2; B: 18; C: -2; D: -6
> Cc1ccc(S(=O)(=O)Nc2ccc3c(c2)C(=O)N([C@H](C)CO)C[C@H](C)[C@H](CN(C)C(=O)Nc2ccc4c(c2)OCO4)OCCCC[C@H](C)O3)cc1
  A: 0.0; B: -22; C: .; D: 4
> C[C@@H]1CN([C@H](C)CO)C(=O)c2cc(N(C)C)ccc2O[C@@H](C)CCCCO[C@@H]1CN(C)S(=O)(=O)c1cn(C)cn1
  A: 7.9; B: -9; C: 3; D: 0
> O=C(C[C@@H]1CC[C@H]2[C@@H](COC[C@@H](O)CN2S(=O)(=O)c2ccc(F)cc2)O1)NCC1CCCCC1
  A: -1.8; B: .; C: -8; D: 60&35
> C[C@@H]1CCCCO[C@@H](CN(C)C(=O)CCCN(C)C)[C@H](C)CN([C@@H](C)CO)C(=O)c2cc(NC(=O)CCCN(C)C)ccc2O1
  A: 13; B: 44; C: 14; D: 1
> C[C@@H]1CN([C@H](C)CO)S(=O)(=O)c2ccc(C3=CCCCC3)cc2O[C@@H]1CN(C)Cc1ccncc1
  A: 1.8; B: -15; C: 110*; D: -1
> Cc1ccccc1S(=O)(=O)N(C)C[C@H]1OCc2cn(nn2)CCCC(=O)N([C@H](C)CO)C[C@@H]1C
  A: 1.2; B: -39&26; C: -24&38; D: 0
> COCC(=O)N1CC[C@@H]2[C@H](CO)Nc3ccc(-c4ccc(C(=O)N(C)C)cc4)cc3[C@@H]21
  A: 0.8; B: 13; C: 57; D: -1
> O=S(=O)(c1cccs1)N1CCCCN2[C@H](CO)[C@H](c3ccc(C4=CCCC4)cc3)[C@H]2C1
  A: -1.4; B: -43; C: 76; D: 33
> Cc1noc(C)c1NC(=O)Nc1ccc2c(c1)C(=O)N([C@@H](C)CO)C[C@@H](C)[C@H](CN(C)C(=O)NC(C)C)OCCCC[C@@H](C)O2
  A: 12; B: 41; C: -39; D: -9
> CCCNC(=O)N1[C@H](C#N)[C@@H](c2ccc(-c3cccc(OC)c3)cc2)[C@H]1CO
  A: 0.3; B: 32; C: 77; D: -6
> CC(C)CC#Cc1cnc2c(c1)C(=O)N([C@H](C)CO)C[C@@H](C)[C@H](CN(C)C(=O)Cc1ccncc1)O2
  A: 0.3; B: -73; C: 32; D: 2
> C[C@H]1CN([C@@H](C)CO)C(=O)Cc2cc(NC(=O)Nc3ccc(C(F)(F)F)cc3)ccc2O[C@@H]1CN(C)C(=O)Nc1ccc2c(c1)OCO2
  A: -3.5; B: -93*; C: .; D: 4
> Cc1ccc(S(=O)(=O)NCC[C@@H]2CC[C@@H](NC(=O)c3cccnc3)[C@H](CO)O2)cc1
  A: -0.2; B: 8; C: 42; D: -3
> C[C@H]1CN([C@@H](C)CO)C(=O)c2cccc(NS(=O)(=O)c3cn(C)cn3)c2O[C@H]1CN(C)S(=O)(=O)c1cccs1
  A: 0.4; B: 29; C: 6; D: -1
> COc1ccc(NC(=O)N(C)C[C@@H]2Oc3c(NC(=O)c4nc5ccccc5s4)cccc3C(=O)N([C@@H](C)CO)C[C@H]2C)cc1
  A: -1.0; B: -87*; C: 24; D: -6
> CC(C)NC(=O)N(C)C[C@H]1Oc2ccc(NC(=O)Nc3ccc(F)cc3)cc2CC(=O)N([C@H](C)CO)C[C@H]1C
  A: 11; B: 9; C: 18; D: -6
> C[C@@H]1CN([C@H](C)CO)C(=O)c2cc(/C=C/c3ccccc3)cnc2O[C@@H]1CN(C)C(=O)c1ccccc1
  A: 1.7; B: -61; C: 58; D: 3
> CC(C)C#Cc1ccc2c(c1)O[C@@H](CN(C)C(=O)C1CCC1)[C@H](C)CN([C@H](C)CO)S2(=O)=O
  A: -2.9; B: -49; C: 76; D: .
> Cc1noc(C)c1NC(=O)N(C)C[C@H]1Oc2ccc(NC(=O)CCCN(C)C)cc2C(=O)N([C@H](C)CO)C[C@H]1C
  A: 3.9; B: 24; C: .; D: 0
> CO[C@H]1CN(C)C(=O)c2ccc(NC(=O)C3CCC3)cc2OC[C@H](C)NC[C@@H]1C
  A: -0.8; B: -13; C: .; D: -1
> CC=Cc1ccc2n(c1=O)C[C@H]1[C@H](CO)[C@@H](C(=O)NCCOC)[C@@H]2N1Cc1ccccc1OC (mixture of isomers)
  A: 0.3; B: 8; C: .; D: -5
> COc1ccc(CN(C)C[C@H]2Oc3ccc(NS(=O)(=O)c4cn(C)cn4)cc3CC(=O)N([C@H](C)CO)C[C@@H]2C)cc1
  A: -2.3; B: 15; C: 13; D: 1
> C[C@@H]1CCCCO[C@@H](CN(C)C)[C@H](C)CN([C@@H](C)CO)C(=O)c2cc(NC(=O)Nc3ccc(C(F)(F)F)cc3)ccc2O1
  A: -0.4; B: -6; C: -1; D: 17
> CC(C)C#Cc1ccc([C@@H]2[C@@H](CO)N3C(=O)CN(C(=O)C4CCCCC4)C[C@@H]23)cc1
  A: -1.2; B: -85*; C: .; D: 50
> COCC(=O)Nc1ccc2c(c1)C(=O)N(C)[C@@H]1CC[C@H](CC(=O)NCC3CCCCC3)O[C@@H]1CO2
  A: 1.9; B: 1; C: -11; D: 0

# Part of the list above, field by field.
CNC(=O)C[C@H]1CC[C@H]2[C@H](COc3ccc(NC(=O)NCc4ccccc4)cc3C(=O)N2C)O1
  KDM4C inh: -0.6
  Pf Dd2 growth: 7
  T cruzi growth: -22
  C diff growth: -1

COc1ccc(NC(=O)N(C)C[C@@H]2Oc3c(NC(=O)c4nc5ccccc5s4)cccc3C(=O)N([C@@H](C)CO)C[C@H]2C)cc1
  KDM4C inh: -1.0
  Pf Dd2 growth: -87*
  T cruzi growth: 24
  C diff growth: -6

COc1ccc(S(=O)(=O)Nc2ccc3c(c2)CC(=O)N([C@H](C)CO)C[C@@H](C)[C@@H](CN(C)Cc2ccc4c(c2)OCO4)O3)cc1
  KDM4C inh: -0.5
  Pf Dd2 growth: 4
  T cruzi growth: 78
  C diff growth: -14

# Remaining list, next part.
# Short keys – A = KDM4C inh; B = Pf Dd2 growth; C = T cruzi growth; D = C diff growth
> C[C@@H](NC(=O)C[C@@H]1CC[C@@H]2[C@H](COC[C@H](O)CN2C(=O)Nc2ccccc2)O1)c1ccccc1
  A: 1.4; B: 2; C: 1; D: .
> Cc1cccc(S(=O)(=O)N2CCCCN3[C@@H](CO)[C@@H](c4ccc(-c5ccncc5)cc4)[C@@H]3C2)c1
  A: -1.1; B: -57; C: 60; D: -13
> C[C@@H]1CN([C@H](C)CO)C(=O)Cc2cc(NC(=O)Cn3cnnn3)ccc2O[C@@H]1CN(C)CC1CCCCC1
  A: 0.8; B: 3; C: 52; D: 1
> CCCNC(=O)N(C)C[C@H]1Oc2ncc(C#CCc3ccccc3)cc2C(=O)N([C@@H](C)CO)C[C@H]1C
  A: 2.8; B: 1; C: .; D: -1
> COc1ccc(NC(=O)N(C)C[C@H]2Oc3ccc(NS(=O)(=O)c4cccs4)cc3CC(=O)N([C@@H](C)CO)C[C@H]2C)cc1
  A: -0.5; B: 14; C: 26; D: -2
> CNC[C@H]1OCCCC[C@@H](C)Oc2ccc(NS(=O)(=O)c3ccc(C)cc3)cc2C(=O)N([C@@H](C)CO)C[C@H]1C
  A: -1.0; B: -16; C: 36; D: 0
> O=C(C[C@@H]1CC[C@@H](NS(=O)(=O)c2ccccc2)[C@H](CO)O1)NCCN1CCCCC1
  A: 0.7; B: 25; C: 30; D: 3
> O=S(=O)(c1ccccc1)N1CC[C@@H]2[C@H](CO)Nc3ccc(C#CC4CCCCC4)cc3[C@@H]21
  A: -22; B: -78; C: .; D: -5
> C[C@H](CO)N1C[C@H](C)[C@H](CN(C)S(C)(=O)=O)Oc2ncc(C#Cc3ccccc3)cc2C1=O
  A: -0.5; B: 1; C: .; D: .
> Cc1nn(C)cc1NC(=O)C[C@H]1CC[C@@H]2[C@H](COc3ccc(NC(=O)c4cccc(F)c4)cc3C(=O)N2C)O1
  A: 4.5; B: 8; C: 20; D: -5
> Cc1ccc(S(=O)(=O)Nc2ccc3c(c2)C(=O)N([C@@H](C)CO)C[C@@H](C)[C@@H](CN(C)C(=O)Nc2cccc4ccccc24)O3)cc1
  A: -4.4; B: -15; C: 3; D: .
> C[C@H](O)C#Cc1cnc2c(c1)C(=O)N([C@H](C)CO)C[C@H](C)[C@@H](CN(C)C(=O)Cc1ccccn1)O2
  A: 0.7; B: 43; C: -17; D: -1
> C[C@@H]1CN([C@H](C)CO)C(=O)Cc2cc(NS(=O)(=O)c3ccc(Cl)cc3)ccc2O[C@@H]1CN(C)Cc1ccc(Oc2ccccc2)cc1
  A: -0.8; B: 16; C: 39; D: 38
> CCCC(=O)N1CC2(C1)CN(C(C)=O)[C@@H](CO)c1c2c2ccc(OC)cc2n1C
  A: -1.8; B: 1; C: .; D: -6
> C[C@@H]1CCCCO[C@H](CN(C)Cc2ccccc2)[C@@H](C)CN([C@@H](C)CO)C(=O)c2cc(NS(=O)(=O)c3cccs3)ccc2O1
  A: -1.1; B: -33; C: .; D: .
> CCCC(=O)Nc1ccc2c(c1)OC[C@H](C)N(Cc1cccc(F)c1)C[C@@H](C)[C@H](OC)CN(C)C2=O
  A: -0.4; B: -57; C: 84; D: .
> COc1cccc(-c2ccc([C@@H]3[C@H](CO)N4CCCCN(C(=O)c5ccc6c(c5)OCO6)C[C@@H]34)cc2)c1
  A: -0.8; B: -36; C: 98*; D: 21
> CC=Cc1ccc2n(c1=O)C[C@H]1[C@H](CO)[C@@H](C(=O)NC3CCCC3)[C@@H]2N1Cc1ccncc1 (mixture of isomers)
  A: 15; B: 7; C: -19; D: 0
